RBBP9 inhibitor = inhibitors of human serine hydrolase RBBP9; O75884; recombinant RBBP9, FP-Rh probe fluorescence polarization; inhibition, % at 7.94 µM; actives 0.2% (n = 220,000); AID 1515;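 active = inhibition above the campaign mean of all tested compounds plus 3 SD, cut at about 14% in these data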;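 also: plate controls were DMSO wells with RBBP9 for no effect and wells lacking RBBP9 protein for full effect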
Target sequence (O75884 whole entry, looked up): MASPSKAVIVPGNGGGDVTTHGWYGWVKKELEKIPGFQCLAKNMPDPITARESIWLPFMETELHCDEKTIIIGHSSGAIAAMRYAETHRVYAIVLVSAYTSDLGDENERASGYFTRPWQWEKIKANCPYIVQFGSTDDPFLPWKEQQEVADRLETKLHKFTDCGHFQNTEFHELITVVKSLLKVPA
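System: RBBP9 protein / Quantity: 2.5 µM RBBP9 dispensing solution, before mixing / Also added: Serine-hydrolase probe FP-Rh, 375 nM pre-mixing / Dosing: 7.94 µM single dose, 0.794% DMSO / Timing: enzyme-compound preincubation 30 min, then probe labeling 45 min, 25 °C / Signal: FP readout at 525/598 nm / Controls: DMSO-treated enzyme wells and wells lacking RBBP9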
Wee1 stabilizer = inhibitors of human Wee1 degradation; P30291; HeLa Luc-Wee1K328M stability, luciferase luminescence; 100% = proteasome inhibitor MG132 effect; reporter increase, % at 5 µM; actives 1.2% (n = 220,000);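 active = activation above the mean of all tested compounds plus 3 SD, set per screening run, cut at about 8.8% in these data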;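 also: cells exposed to compound for 20 h before luminescence read; 0% = DMSO alone and 100% = MG132 at 30 µM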
zfTRPN1 agonist = agonists of zebrafish TRPN1 channel; activation, % at 3 µM; HEK293 zebrafish TRPN1-YFP, Fluo-8 calcium fluorescence; 100% = response to 87 µM carbachol; AID 1424; actives 0.18% (n = 220,000);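 active = activation above its plate's cutoff, the mean activation of test wells on that plate plus 3 SD, cut at about 19% in these data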;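 also: 0% = DMSO alone and 100% = 87 µM carbachol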
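Assay system: Zebrafish TRPN1-YFP in HEK293 cells | Incubation: Dye loading 1 h at 37 °C, then 30 min room temperature | Measured by: Kinetic Fluo-8 fluorescence, ex 470-495, em 515-575 nm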
CHOP inhibitor = blocks CHOP induction under ER stress. actives 3.8% (n = 220,000). inhibition, % at 10 µM. CHO-K1 CHOP-promoter luciferase, tunicamycin-induced, 15-18 h. AID 2732;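 active = compounds that reduced the stress-induced luciferase reporter signal by more than about 70% of percent inhibition, limit read from the data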;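 also: 0% = tunicamycin plus vehicle and 100% = wells without tunicamycin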
Ba/F3 V617F tox = lowers viability of Ba/F3 cells expressing EpoR and JAK2V617F; AID 1446; actives 1.1% (n = 220,000); ATP luminescence; inhibition, % at 5.6 µM;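 active = inhibition above the campaign mean plus 3 SD over all tested compounds, cut at about 24% in these data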;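 also: cytokine-independent growth of Ba/F3 cells driven by EpoR plus mutant JAK2; 0% = DMSO-treated cells and 100% = JAK inhibitor I control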
TRPML3 agonist = agonists of human TRPML3 channel. Q8TDD5. HEK293 TRPML3-YFP, Fluo-8 calcium fluorescence; 100% = the carbachol control signal. activation, % at 3 µM. actives 0.29% (n = 220,000);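 active = activation above its plate's cutoff, the mean activation of the plate's test wells plus 3 SD, cut at about 12% in these data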;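 also: 0% = DMSO only wells and 100% = carbachol wells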
Target sequence (Q8TDD5 whole entry, looked up): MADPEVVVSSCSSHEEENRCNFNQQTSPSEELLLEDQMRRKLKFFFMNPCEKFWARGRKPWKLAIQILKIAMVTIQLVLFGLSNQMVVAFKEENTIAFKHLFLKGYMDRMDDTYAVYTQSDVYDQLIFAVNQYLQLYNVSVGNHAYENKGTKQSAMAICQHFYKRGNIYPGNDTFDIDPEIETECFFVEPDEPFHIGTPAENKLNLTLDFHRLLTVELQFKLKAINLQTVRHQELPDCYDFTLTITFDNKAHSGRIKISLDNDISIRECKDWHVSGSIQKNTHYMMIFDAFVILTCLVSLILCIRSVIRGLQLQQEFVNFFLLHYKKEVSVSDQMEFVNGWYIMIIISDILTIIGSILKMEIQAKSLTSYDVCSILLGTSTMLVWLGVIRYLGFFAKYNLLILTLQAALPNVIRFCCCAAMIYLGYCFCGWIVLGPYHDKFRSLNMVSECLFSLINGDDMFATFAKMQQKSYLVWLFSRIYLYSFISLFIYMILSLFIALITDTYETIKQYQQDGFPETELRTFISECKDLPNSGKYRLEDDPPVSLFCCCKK
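Test system – HEK293 line with stable expression of human TRPML3-YFP channel · Control set – carbachol 87 µM final as high control (100%), DMSO as low control (0%) · Signal – Fluo-8 calcium dye fluorescence, ex 470-495, em 515-575 nm · Incubation – 1-h 37 °C dye load, 5-s basal, 120-s post-compound reads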
BaF3 tox = parental Ba/F3 viability inhibition as JAK2V617F counter-screen; CellTiter-Glo ATP luminescence; inhibition, % at 5.6 µM; actives 1.1% (n = 220,000); AID 1486;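 active = inhibition above a per-campaign cutoff, the mean inhibition of all tested compounds plus 3 SD, cut at about 27% in these data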;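 also: 0% = DMSO wells and 100% = JAK Inhibitor I control wells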
TNF necrop inh = TNF-alpha cell death inhibition in Jurkat FADD-/- cells; actives 0.068% (n = 220,000); Jurkat FADD-/- TNF necroptosis rescue, ATP luminescence, 24 h; 0 = TNF only, 100 = no-TNF cells; activation (protection from cell death), % at 10 µM;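 active = activation, meaning protection from cell death, of at least 50% relative to plate controls; inactive = activation below 50%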;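 also: necroptosis triggered by 40 ng/mL TNF-alpha added together with compound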
PPC-1+TRAIL kill = kills PPC-1 cancer cells in the presence of TRAIL | cell killing (% activity), % at 4 µM | AID 1443 | actives 0.41% (n = 220,000) | PPC-1 cells + TRAIL, ATPLite viability luminescence;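 active = cell killing above 50% in the first pass at 4 µM, then a duplicate retest at 5 µM averaging 50% or more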;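 also: plate controls were cells with TRAIL plus DMSO for no effect and medium-only wells lacking cells for full effect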
The depositor's hits bear a star.

SMILES	RBBP9 inhibitor	Wee1 stabilizer	zfTRPN1 agonist	CHOP inhibitor	Ba/F3 V617F tox	TRPML3 agonist	BaF3 tox	TNF necrop inh	PPC-1+TRAIL kill
CCCCn1c(N)c(Br)c(=O)[nH]c1=O	-1	3	1.0	6	3	0.2	-8	-0.9	14
CCOC(=O)c1oc2ccccc2c1CN1CCN(c2ccccc2)CC1	-11	-2	-0.7	39	0	-0.1	5	-3.4	20
Cc1nn(C(C)C(=O)Nc2sc3c(c2C#N)CCCC3)c(C)c1[N+](=O)[O-] (configuration not stated)	-9	-3	0.0	60	0	0.7	0	-2.2	8
CC(=O)c1c(C)[nH]c(C(=O)Nc2ccc(Cl)c(S(=O)(=O)N(C)C)c2)c1C	-1	2	7.4	16	2	1.2	5	-1.8	11
CCCn1c2ccccc2c2nnc(SC(CC)C(=O)Nc3sc4c(c3C#N)CCCC4)nc21 (configuration not stated)	-12	-2	0.1	4	0	0.5	6	-0.8	10
Fc1ccc(/C=N/N2CCOCC2)c(F)c1	-5	-2	0.9	-7	3	0.8	3	-0.2	-3
CCCCNC(=S)N/N=C/C1=CCC2CC1C2(C)C (configuration not stated)	-5	8.9*	-2.9	16	-3	-0.5	4	-1.6	12
COC(=O)C(NC(=O)c1ccco1)(Nc1nc(C2CC2)cs1)C(F)(F)F (configuration not stated)	-11	-3	-0.1	2	0	-0.7	1	-1.3	5
COc1ccc(N2C(=S)NC3N2C(=S)NC3(C)c2ccccc2)cc1 (configuration not stated)	-3	1	-2.5	14	1	0.4	2	-0.3	11
Cc1ccc(-c2nn(C)c(=O)c3ccccc23)cc1CO	-4	4	0.7	26	-1	0.4	2	-0.2	15
Cc1ccc(NC(=O)Cn2nnc(C(=O)NCc3cccs3)c2N)cc1	-8	4	1.4	12	-1	0.7	8	-1.4	-8
Cc1csc(NC(=O)c2ccc(C)c(S(=O)(=O)N3CCCCC3)c2)n1	-8	-2	0.6	17	0	-0.4	1	-2.9	20
O=C(Nc1cccc([N+](=O)[O-])c1)Nc1ccc2c(c1)OCCO2	-7	17*	11	4	-2	7.3	-1	0.4	22
O=C1CCCC2=C1C(c1cccs1)Nc1ccccc1N2 (configuration not stated)	-8	1	0.9	-1	0	1.0	6	1.6	0
Cc1nc(N2CCOCC2)[nH]c(=O)c1[N+](=O)[O-]	-10	0	0.8	-4	-1	0.5	4	0.6	11
O=C(COC(=O)c1n[nH]c2ccccc12)Nc1cccc(S(=O)(=O)N2CCOCC2)c1	-11	3	3.2	6	3	0.6	2	-1.2	20
N#C/C(=C\c1ccccc1[N+](=O)[O-])C(=O)Nc1ccc(S(N)(=O)=O)cc1	3	0	2.5	-8	0	1.9	-1	-1.5	16
Cc1ccc(C)c(S(=O)(=O)Nc2ccc(O)cc2)c1	5	-1	0.3	24	0	0.1	2	-2.6	16
Cn1cnnc1SCc1cccc(Br)c1	-6	2	0.2	16	0	0.2	5	0.3	38
C=CCn1c(COc2ccccc2F)nnc1SCC(=O)Nc1cc(C)on1	2	0	-0.6	-6	-2	0.8	4	-0.3	7
Cc1nn(Cc2ccccc2Cl)c(C)c1NC(=O)c1noc2c1CCCCC2	-4	0	-2.0	30	-2	-1.2	5	-1.3	7
COc1cccc2c1c(NC(=O)c1cc(C)on1)nn2C	-2	-2	0.3	15	-1	0.8	-3	-0.8	-1
O=C(O)C(CCCCN1C(=O)c2ccccc2C1=O)N1C(=O)c2ccccc2C1=O (configuration not stated)	6	-3	-0.1	-18	-1	0.1	4	-2.3	-2
O=C(COc1ccc(Cl)cc1Cl)Nc1ccc(CN2CCCCC2)cc1	0	1	6.8	17	5	3.2	4	0.3	40
Cc1ccc2ncccc2c1[N+](=O)[O-]	-8	-1	0.7	15	-1	-0.1	10	0.5	8

Three entries already listed, ordered by SMILES length, high to low:
SMILES	RBBP9 inhibitor	Wee1 stabilizer	zfTRPN1 agonist	CHOP inhibitor	Ba/F3 V617F tox	TRPML3 agonist	BaF3 tox	TNF necrop inh	PPC-1+TRAIL kill
Cc1nn(C(C)C(=O)Nc2sc3c(c2C#N)CCCC3)c(C)c1[N+](=O)[O-] (configuration not stated)	-9	-3	0.0	60	0	0.7	0	-2.2	8
COc1cccc2c1c(NC(=O)c1cc(C)on1)nn2C	-2	-2	0.3	15	-1	0.8	-3	-0.8	-1
CCCCn1c(N)c(Br)c(=O)[nH]c1=O	-1	3	1.0	6	3	0.2	-8	-0.9	14

(further entries)
SMILES	RBBP9 inhibitor	Wee1 stabilizer	zfTRPN1 agonist	CHOP inhibitor	Ba/F3 V617F tox	TRPML3 agonist	BaF3 tox	TNF necrop inh	PPC-1+TRAIL kill
O=C(CCn1ccc2ccccc21)Nc1ccc(N2CCOCC2)cc1	-16	1	0.4	27	-6	0.8	0	-2.2	1
Cn1cccc1Cc1nnc(SCC(=O)NCc2ccco2)n1-c1ccc(F)cc1	4	-1	0.2	-19	4	-0.3	8	-1.0	7
O=C(CSc1ncnc2c1oc1ccccc12)N1CCCc2ccccc21	-9	-5	0.9	64	1	0.6	3	-6.5	11
CCOc1ccc(-c2noc(CCC(=O)O)n2)cc1	-6	2	0.8	85*	-5	0.6	3	3.5	-9
O=C1CC(c2ccccc2)n2nc(N3C(=O)CCC3=O)nc2N1 (configuration not stated)	-3	-3	0.1	7	3	0.4	3	0.1	-2
CC1(C(=O)NC2CCCCCCC2)CCC(=O)N1Cc1cccnc1 (configuration not stated)	-3	1	-0.5	8	-4	0.6	3	-0.3	6
CC(C)CCn1nnnc1CN1CCN(c2ccccc2)CC1	-4	-2	1.4	10	-1	0.4	-2	0.8	3
COc1ccc(CN(CC(=O)NCC2CCCO2)C(=O)CNS(=O)(=O)c2ccc(C)cc2)cc1 (configuration not stated)	0	2	0.3	-1	4	0.1	4	-1.6	12
CC(C)[C@H]1CC[C@@H](C)C(C(=O)c2ccccc2)C1=O (some centres not stated)	-2	1	-1.6	-1	2	0.2	10	9.7	5
COc1ccc(C/C(C)=N/NC(=O)c2cc(C)oc2C)cc1	-1	1	1.1	15	-2	0.6	5	1.0	16
CSc1nc(-c2ccco2)nn1S(=O)(=O)c1ccccc1	8	-1	-1.9	-7	3	0.5	5	-1.3	12
CNC(=S)N/N=C/c1cc(C)ccc1C	-4	-3	-2.9	-19	4	-1.8	5	-0.9	-4
O=C(Nc1cccc2ncccc12)C(Cl)(Cl)Cl	0	9.1*	0.5	12	1	0.5	7	-2.0	-3
COc1cc(NC(=O)CSc2nnc3c(C)cc4cc(C)cc(C)c4n23)c(C(=O)O)cc1OC	3	-4	0.1	6	-1	0.3	5	-0.5	3
O=C1C2C(c3ccccc3)=NN(c3ccccc3)C2C(=O)N1c1ccccc1 (configuration not stated)	-5	3	1.0	73*	-2	1.0	7	-0.1	6
O=C1CCCN1c1ncc(S(=O)(=O)c2ccc([N+](=O)[O-])cc2)s1	-10	4	1.4	-5	4	0.4	5	0.8	-16
CCOc1cc(CNCCO)ccc1OCC(=O)NC(C)(C)C	1	-2	-0.8	2	7	-0.1	13	0.7	19
O=S(=O)(NCCc1ccncc1)c1ccc(Br)cc1	-2	1	-1.8	17	0	0.6	1	0.4	6
COc1ccc(N(CC(=O)NCc2ccco2)S(C)(=O)=O)cc1	-13	0	0.3	0	3	-0.2	2	0.6	20
O=C(CNC(=O)OCc1ccccc1)NCC(=O)N1CCCC1C(=O)OCc1ccccc1 (configuration not stated)	2	0	-0.9	-4	3	-0.8	6	-4.2	-8
Cc1cc(OCc2nc(-c3cccs3)no2)cc(C)c1Cl	-11	2	-0.5	20	0	-0.2	4	1.2	-11
CN(C(=O)c1cnccn1)c1nnc(-c2cnccn2)s1	-2	-1	0.8	4	1	0.5	3	0.6	14
O=C(c1ccccc1)c1cc(-c2ccccc2)on1	12	0	0.3	93*	-1	0.6	3	-2.9	14
O=C(Nc1nnc(SCc2ccccc2)s1)c1cc2c(s1)CCCC2	-1	2	-1.6	-24	-3	0.2	1	1.5	10
O=C(Nc1ccc(Cl)cn1)c1cc(S(=O)(=O)N2CCCCC2)ccc1Cl	2	5	-1.0	49	-3	0.0	3	-0.1	23

4 compounds already listed, arranged by the number in RBBP9 inhibitor, high to low.
smiles	RBBP9 inhibitor
COc1cc(NC(=O)CSc2nnc3c(C)cc4cc(C)cc(C)c4n23)c(C(=O)O)cc1OC	3
O=C(CNC(=O)OCc1ccccc1)NCC(=O)N1CCCC1C(=O)OCc1ccccc1 (configuration not stated)	2
CNC(=S)N/N=C/c1cc(C)ccc1C	-4
O=C(CSc1ncnc2c1oc1ccccc12)N1CCCc2ccccc21	-9

By substructure, the entries above containing fluorine (4)
SMILES	RBBP9 inhibitor	Wee1 stabilizer	zfTRPN1 agonist	CHOP inhibitor	Ba/F3 V617F tox	TRPML3 agonist	BaF3 tox	TNF necrop inh	PPC-1+TRAIL kill
Fc1ccc(/C=N/N2CCOCC2)c(F)c1	-5	-2	0.9	-7	3	0.8	3	-0.2	-3
COC(=O)C(NC(=O)c1ccco1)(Nc1nc(C2CC2)cs1)C(F)(F)F (configuration not stated)	-11	-3	-0.1	2	0	-0.7	1	-1.3	5
C=CCn1c(COc2ccccc2F)nnc1SCC(=O)Nc1cc(C)on1	2	0	-0.6	-6	-2	0.8	4	-0.3	7
Cn1cccc1Cc1nnc(SCC(=O)NCc2ccco2)n1-c1ccc(F)cc1	4	-1	0.2	-19	4	-0.3	8	-1.0	7

The listing continues.
SMILES	RBBP9 inhibitor	Wee1 stabilizer	zfTRPN1 agonist	CHOP inhibitor	Ba/F3 V617F tox	TRPML3 agonist	BaF3 tox	TNF necrop inh	PPC-1+TRAIL kill
Cc1ccc(OCC(=O)N2CCN(C3=NS(=O)(=O)c4ccccc43)CC2)cc1	-7	-2	0.2	-15	-2	0.7	2	-2.6	4
COc1ccc(-c2nn(C)c3sc(C(=O)NCc4ccco4)cc23)cc1OC	5	0	-0.5	40	-1	0.4	4	3.6	15
COc1cccc(-c2csc(N3CCN(Cc4ccccc4)CC3)n2)c1	-15	-2	1.1	14	2	0.1	4	3.4	14
CCc1nc(Nc2ccccc2)c2oc3ccccc3c2n1	-11	-3	-2.6	72*	-2	-0.5	6	-5.6	4
CNC(=O)/C=C1\NC(C)(C)Cc2ccccc21	-3	3	-0.6	41	-3	0.8	3	-0.6	-18
Cc1cc2nc(-c3ccc(SCC(=O)N4CCc5ccccc54)nc3)[nH]c2cc1C	-12	-1	0.4	107*	0	-0.1	5	-24	45
CCn1c(SCC(=O)N2CCCC2)nnc1-c1ccc(N)cc1	-10	2	0.5	25	0	0.5	-1	-1.5	-9
CN(C)C(CNS(=O)(=O)c1ccc(Cl)cc1)c1cccnc1 (configuration not stated)	2	5	0.3	35	-4	0.3	-1	0.2	15

Screens: PubChem, several laboratories
